Screening data: PubChem, National Center for Advancing Translational Sciences (NCATS)
KCNH2 3.1 inh: qHTS for Inhibitors of KCHN2 3.1: Mutant qHTS | U2OS KCNH2 3.1, thallium flux FluxOr; active compounds read low | activity change, % (tested at about 1.8 µM) | 340,000 compounds, 0.95% hits;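 active means maximum activity change below -70%; inconclusive means maximum activity change from -70% to -50%; inactive means maximum activity change above -50%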;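 further: thallium influx rate constant from kinetic fluorescence after stimulation buffer; on the % scale 0 is the no-effect control and ±100 the full control effect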
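U2OS cells transduced with KCNH2 3.1 mutant virus (1.77 x 10^8 /mL, 4 h), plated overnight at 37 C, loaded 45 min with FluxOr dye plus Red40 quencher. Thallium flux rate constant from kinetic reads after stimulation buffer, normalised to controls.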
RORgamma inh: qHTS for inhibitors of ROR gamma transcriptional activity; Drosophila S2 Gal4-RORgamma UAS-luciferase reporter, 20 h; AID 2551, 2010; Nuclear receptor ROR-gamma (Mus musculus), P51450; Potency, µM (doses to about 53.6 µM), inactives show at the top dose activity change, negative = inhibition, most hits filed as inhibitors; 310,000 compounds, 5.4% hits; further: potency means the concentration at half of the fitted maximal effect; on the % scale 0 is the no-effect control and ±100 the full control effect; nearly all actives have a fitted effect of over 60% in size
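Luminescence from a UAS-regulated Photinus luciferase reporter in stably transfected Drosophila Schneider cells is measured; decreased signal marks ROR gamma inhibition. Fusion expression is induced by 700 uM copper sulfate for 20 hr.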
NPC1 promoter act: qHTS Assay for NPC1 Promoter Activators. Huh7 NPC1 promoter luciferase reporter, 24 h. Potency, µM (top dose mostly 9.22 µM), inactives show at the highest dose activation, actives largely listed as activators. 320,000 compounds, 2.4% hits;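 further: potency means the concentration at half of the fitted maximal effect; % of control where 0% means no effect; nearly all actives have a fitted effect of over 60% in size; reporter is driven by a mutant NPC1 promoter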
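Luminescence read-out of NPC1 promoter-driven luciferase in stably transfected Huh7 cells; compounds delivered in DMSO and left 24 h at 37C, 5% CO2, qHTS titration format.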
VP16 counter: VP16 counterscreen qHTS for inhibitors of ROR gamma transcriptional activity | Drosophila S2 Gal4-VP16 UAS-luciferase, luminescence, 20 h | 310,000 compounds, 3.5% hits | Potency, µM (highest dose often 53.6 µM), for inactives: top-dose activity, negative = inhibition, usual class: inhibitors;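 further: Gal4-VP16 expression switched on by copper sulfate through the metallothionein promoter; potency means the concentration at half of the fitted maximal effect; on the % scale 0 is the no-effect control and ±100 the full control effect; nearly all actives have a fitted effect of over 50% in size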
FLuc counter: qHTS profiling assay for firefly luciferase inhibitor/activator using purifed enzyme and Km concentrations of substrates (counterscreen for miR-21 project); Luciferin 4-monooxygenase (Photinus pyralis), P08659; purified FLuc, Km substrates, luminescence inhibition; Potency, µM (doses to about 57.5 µM), for the others: top-dose activity change, negative = inhibition, hits mostly inhibitors; 360,000 compounds, 6.9% hits; AID 588342, 2011;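 further: potency means the concentration at half of the fitted maximal effect; plate controls were vehicle for no effect and reference inhibitor for full effect; nearly all actives have a fitted effect of over 55% in size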
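Purified P. pyralis luciferase, 10 nM final, with Km-level 10 uM D-luciferin and 10 uM ATP in 50 mM Tris acetate pH 7.5, 10 mM Mg acetate, 0.01% Tween-20, 0.05% BSA; 6-point qHTS titration about 60 µM downward; luminescence read.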
Rab9 prom act: qHTS Assay for Rab9 Promoter Activators | Huh7 Rab9 promoter-luciferase reporter, luminescence, 24 h | Potency, µM (top dose mostly 9.22 µM), for inactives: at the top dose activation, negative = inhibition, actives largely listed as activators | 320,000 compounds, 2.8% hits | AID 485297, 2010; further: potency means the concentration at half of the fitted maximal effect; % of control where 0% means no effect; nearly all actives have a fitted effect of over 60% in size
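Huh7 cells stably carrying Rab9 promoter–luciferase reporter, plated 1500 cells/well, compound added after 2 h and incubated 24 h at 37 °C; luciferase luminescence then read after 10 min with detection reagent.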
Mito fusion yeast: qHTS Assay for Small Molecule Inhibitors of Mitochondrial Division or Activators of Mitochondrial Fusion; S. cerevisiae fusion-defective mutant growth rescue, CellTiterGlo 48 h; Potency, µM (titrated, usually from 46.1 µM), inactives show top-dose growth rescue (activation), actives largely listed as activators; 320,000 compounds, 0.23% hits;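 further: potency means the concentration at half of the fitted maximal effect; % of control where 0% means no effect; nearly all actives have a fitted effect of over 45% in size; temperature-sensitive fusion mutants such as fzo1-1 at 37 °C on non-fermentable ethanol glycerol medium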
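Luminescent cell viability in 1536-well qHTS format served as the measure of rescued growth in ts fusion-mutant S. cerevisiae cultured on non-fermentable YPEG for 48 hours at 37C.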
MBNL1-CUG inh: qHTS Assay for Inhibitors of MBNL1-poly(CUG) RNA binding; Muscleblind-like protein 1 (Homo sapiens), Q9NR56; TR-FRET MBNL1-His/biotin-(CUG)12 binding, 665/545 ratio; Potency, µM (doses to about 57.5 µM), for inactives: at the top dose activity change, negative = inhibition, hits mostly inhibitors; 280,000 compounds, 0.036% hits; AID 2675, 2010; active means well fitted inhibition curve with a large enough effect in the signal ratio, with a control signal flat, not every such curve was filed as active; inconclusive means small, poorly fitted or top-dose-only effect, or effect the other way, or a change in a side signal; inactive means no such curve, though single readings can be large or run the other way; the % refers to the signal ratio; further: potency means the concentration at half of the fitted maximal effect; on the % scale 0 is the no-effect control and ±100 the full control effect
Target sequence (Q9NR56 whole entry, looked up): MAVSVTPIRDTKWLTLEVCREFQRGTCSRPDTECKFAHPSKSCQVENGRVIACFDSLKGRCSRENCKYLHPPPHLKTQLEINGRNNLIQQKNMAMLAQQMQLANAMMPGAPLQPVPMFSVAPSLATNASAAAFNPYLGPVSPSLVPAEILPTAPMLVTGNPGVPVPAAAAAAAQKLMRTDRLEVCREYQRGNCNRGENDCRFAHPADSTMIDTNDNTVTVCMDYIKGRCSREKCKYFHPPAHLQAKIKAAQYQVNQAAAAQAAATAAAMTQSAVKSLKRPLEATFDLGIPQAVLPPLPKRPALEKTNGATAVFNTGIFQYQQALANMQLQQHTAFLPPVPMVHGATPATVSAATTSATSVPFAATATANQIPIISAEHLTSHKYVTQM
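Inhibition of protein-RNA binding appears as loss of TR-FRET between terbium anti-His antibody on MBNL1-His and streptavidin-XL665 on biotin-(CUG)12. Activity is normalized to buffer-only and uninhibited-complex controls.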
ELG1 repair inh: qHTS screen for small molecules that inhibit ELG1-dependent DNA repair in human embryonic kidney (HEK293T) cells expressing luciferase-tagged ELG1; HEK293T ELG1-luciferase reporter, luminescence, 16 h; DNA damage induced by 5-fluorouridine; Potency, µM (doses to about 46.1 µM), without a hit: at the highest dose activity change, negative = inhibition, actives largely listed as inhibitors; 330,000 compounds, 2.3% hits; AID 504467, 2011; further: potency means the concentration at half of the fitted maximal effect; on the % scale 0 is the no-effect control and ±100 the full control effect; nearly all actives have a fitted effect of over 55% in size
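Step one: seed 2,000 cells per well. Step two: pin-transfer compound or DMSO alongside 5-fluorouridine. Step three: incubate 16 hr, 37 °C, 5% CO2. Step four: add ONE-Glo, wait 30 min, read luminescence.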
Menin-MLL TR inh: qHTS Assay for Inhibitors Targeting the Menin-MLL Interaction in MLL Related Leukemias: Competition With Texas Red Labeled MLL-derived Mutant Peptide | Menin + Texas Red MLL mutant peptide, fluorescence polarization | Potency, µM (titrated, usually from 61.6 µM), without a hit: at the top dose FP activity change, negative = inhibition, most hits filed as inhibitors | 270,000 compounds, 0.23% hits; active means well fitted inhibition curve with a large enough effect in the polarisation, with a control signal flat, not every such curve was filed as active; inconclusive means small, poorly fitted or top-dose-only effect, or effect the other way, or a change in a side signal; inactive means no such curve, though single readings can be large or run the other way; the % refers to the polarisation; further: potency means the concentration at half of the fitted maximal effect; % of control where 0% means no effect; many of its hits are not listed in these tables
PKM2 act: qHTS Assay for Activators of Human Muscle isoform 2 Pyruvate Kinase; 260,000 compounds, 0.34% hits; AID 1631, 2009; Pyruvate kinase PKM (Homo sapiens), P14618; purified PKM2, Kinase-Glo ATP luminescence, activation; response scale: 0% is enzyme alone, no compound; Potency, µM (top dose mostly 57.5 µM), for the others: top-dose activation, usual class: activators; further: potency means the concentration at half of the fitted maximal effect; on the % scale 0 is the no-effect control and ±100 the full control effect; nearly all actives have a fitted effect of over 55% in size
Target sequence (P14618 whole entry, looked up, canonical isoform): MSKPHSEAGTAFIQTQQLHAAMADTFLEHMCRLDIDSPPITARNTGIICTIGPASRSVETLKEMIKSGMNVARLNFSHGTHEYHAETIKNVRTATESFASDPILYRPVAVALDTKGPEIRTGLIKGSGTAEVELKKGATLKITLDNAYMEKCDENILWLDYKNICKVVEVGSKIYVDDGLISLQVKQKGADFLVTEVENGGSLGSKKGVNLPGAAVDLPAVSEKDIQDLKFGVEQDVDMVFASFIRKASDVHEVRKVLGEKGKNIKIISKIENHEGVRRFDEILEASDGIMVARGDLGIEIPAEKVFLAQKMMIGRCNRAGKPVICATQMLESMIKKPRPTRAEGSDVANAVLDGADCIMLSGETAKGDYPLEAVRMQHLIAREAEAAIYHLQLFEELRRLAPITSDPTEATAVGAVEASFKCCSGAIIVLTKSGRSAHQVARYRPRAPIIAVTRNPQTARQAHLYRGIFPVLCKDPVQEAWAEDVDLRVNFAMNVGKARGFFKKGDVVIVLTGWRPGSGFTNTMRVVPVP
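Purified hPK-M2 (>95% pure) converted ADP (0.1 mM final) to ATP with 0.5 mM PEP in 50 mM imidazole pH7.2, KCl, MgCl2, Tween 20, BSA; 1 h at room temperature. ATP detected by Kinase-Glo luminescence.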
An asterisk follows results filed as active; ? = inconclusive; nt = not tested or not shown; & = joins results of further samples; [ ] = remark or other dose. Unless noted, the call rests on the fitted dose curve; in most records, active means well fitted curve in the direction sought with a large enough effect; inconclusive means small, poorly fitted or top-dose-only effect, or another doubt; inactive means no such curve, though single readings can be large; an effect the other way counts as inactive or inconclusive. Only part of the results is shown (hit frequency here may not be typical).

SMILES	KCNH2 3.1 inh	RORgamma inh	NPC1 promoter act	VP16 counter	FLuc counter	Rab9 prom act	Mito fusion yeast	MBNL1-CUG inh	ELG1 repair inh	Menin-MLL TR inh	PKM2 act
Cc1ccccc1S(=O)(=O)Cc1ccc(C(=O)NCc2cccs2)o1	19	-7%	-1%	5%	2%	-7%	3%	3%	0%	9%	-3%
Cc1ccc(OC(C)C(=O)N2CCCc3ccccc32)cc1 (stereo unspecified)	22	20%	0%	11%	0%	-1%	4%	-2%	8%	?	0%
O=C1Nc2ccccc2/C1=C/c1ccccc1F	-1	32%	?	-18%	?	5%	-11%	1%	23%	3%	nt
CC(=O)Nc1ccc(-c2cc(NC(C)=O)n(-c3ccccc3)n2)cc1	nt	6%	-4%	-1%	-18%	-2%	-3%	-3%	13%	2%	-12%
S=C(NCCc1cccc(Cl)c1)NCc1ccccc1	nt	8.9µM*	9%	?	-14%	0%	-3%	-3%	15%	nt	-2%
Cc1cccc(N(CC(=O)NCc2ccco2)C(=O)CCC(=O)Nc2ccccn2)c1C	-19	16%	-7%	0%	-1%	-5%	-8%	-6%	-5%	?	12%
Cc1ccc(SCc2ccc(C(=O)N3CCCCC3)cc2)cc1	5	?	8%	-15%	?	1%	16%	-3%	?	?	-2%
NC(=O)c1ccsc1NC(=O)COC(=O)c1ccncc1	-32	nt	-2%	nt	-1%	0%	0%	nt	19%	nt	nt
CC(=O)c1cccc(NC(=O)C2CCN(S(=O)(=O)c3ccccc3)CC2)c1	-3	17%	1%	-3%	1%&2%	3%	0%	-6%	-22%	10%	0%
C=C(C)n1c(=O)n(Cc2ccc(C)cc2)c2ccccc21	10	37%	-7%	1%	-6%	-2%	1%	-9%	-2%	?	nt
COc1ccc(S(=O)(=O)CCC(=O)NCCc2ccc(C)cc2)cc1	6	0%	-1%	-11%	2%	-3%	-1%	-5%	3%	-3%	-3%
CN=C(Nc1cccc(Cl)c1)SC1CC(=O)N(c2ccc(OC)cc2)C1=O (stereo unspecified)	-19	26%	-2%	-6%	0%	-13%	1%	7%	-23%	31%[activator]	-26%
CSc1ccc(CN(C)CC(=O)N(C)CC(=O)Nc2ccccc2Br)cc1	-16	nt	-1%	nt	1%	0%	5%	nt	-13%	nt	nt
COc1ccc(C2N=C(N)N=C(N)N2c2ccccc2OC)cc1OC (stereo unspecified)	-3	2%	0%	0%	4%	2%	0%	8%	5%	-17%	-2%
CCOC(=O)NC(NCc1ccccc1)(C(F)(F)F)C(F)(F)F	1	-2%	1%	-5%	1%	-2%	-18%	?	-1%	1%	0%
NS(=O)(=O)c1ccc(CCNC(=O)CCc2nc3ccccc3s2)cc1	0	14%	12%	2%	-1%	-3%	9%	-20%	13%	nt	nt
CNCCOc1ccc(Cl)c(Cl)c1	3	11%	-2%	-4%	3%	-11%	-5%	-9%	0%	1%	-2%
O=C(NC(=O)c1ccc(Cl)cc1)OC1CCCCC1	27	8%	16%	-7%	?	19%	-13%	9%	?	-3%	1%
O=C(Cc1nc2ccccc2[nH]1)N/N=C/c1ccccc1	1	32%	5%	3%	15µM*	8%	-1%	-6%	?	-12%	2%
Cc1ccc(N2CC(C(=O)N3CCC(C(=O)Nc4nncs4)CC3)CC2=O)cc1 (stereo unspecified)	-18	17%	2%	-1%	0%	-5%	-4%	2%	3%	22%	-4%
CC[C@@H](C)[C@@H](C(=O)N1CCN(C(=O)OC(C)(C)C)CC1)n1cc(CCCCNC(=O)OC(C)(C)C)nn1	1	?	-3%	-6%	2%	-3%	-2%	9%	21µM*	?	-1%
O=C(CNC(=O)c1ccccc1F)OCC(=O)N1CCCc2ccccc21	4	-40%	-5%	7%	-1%	-3%	0%	-9%	14%	-2%	-1%
CCOC(=O)c1sc2nc(C)nc(SC(C)C(=O)N(C)c3ccccc3)c2c1C (stereo unspecified)	-2	nt	-2%	nt	nt	18%	18%	nt	?	nt	nt
CN1CCN(C(=O)C2CCC(=O)N(CCc3cccc(F)c3)C2)CC1 (stereo unspecified)	12	-18%	-1%	-3%	4%	20%	0%	-12%	9%	nt	3%
N/C(=N\O)c1ccc(N2CCN(c3ncccc3C(F)(F)F)CC2)nc1	1	2%	2.2µM*	6%	12µM*	2.5µM*	-2%	-1%	?	nt	2%
(more compounds)
SMILES	KCNH2 3.1 inh	RORgamma inh	NPC1 promoter act	VP16 counter	FLuc counter	Rab9 prom act	Mito fusion yeast	MBNL1-CUG inh	ELG1 repair inh	Menin-MLL TR inh	PKM2 act
COc1ccc(C(=O)NCCc2ccc(S(N)(=O)=O)cc2)cc1OC	16	3%	-1%	2%	?	1%	2%	2%	4%	-6%	-4%
CC(=O)Nc1ccc2nc(CN3CCN(CC=C(C)C)C(CCO)C3)ccc2c1 (stereo unspecified)	-16	17%	10%	-1%	-2%	1%	3%	5%	-7%	13%	1%
COc1ccc(NS(=O)(=O)c2ccc(C)c(C(=O)NCCCN3CCCC3=O)c2)cc1	3	nt	-2%	nt	5%	2%	-1%	nt	18%	nt	nt
Cc1ccc(C(=O)NNC(=O)c2cccc(Br)c2)cc1	3	15%	7%	0%	-16%	15%	3%	0%	15%	4%	-6%
CC1=NC(C)(C)Cc2c(C)cccc21	16	-20%	-2%	-21%	-2%	-2%	-1%	nt	23%	-15%	-1%
CCCN1C(=O)/C(=C/c2ccc3c(c2)OCO3)NC1=S	9	8.9µM*	0%	?	?	2%	7%	26%	?	16%	3%
O=C(CCNC(=O)C1CCN(S(=O)(=O)c2ccccc2)CC1)NCc1ccccc1Cl	18	10%	19%	-12%	3%	0%	-4%	-2%	-7%	nt	nt
Cc1ccc(F)cc1NC(=O)CN1C(=O)NC2(CCCc3ccccc32)C1=O (stereo unspecified)	14	nt	-1%	nt	-2%	-8%	-7%	nt	-3%	nt	nt
CCOc1ccccc1NC(=O)c1cc(S(=O)(=O)N2CCN(CC)CC2)ccc1Cl	0	6%	2%	-5%	3%	1%	-3%	-15%	-1%	nt	5%
CC(C)c1ccc(S(=O)(=O)N2CCN(C(=O)C3CCCC3)CC2)cc1	14	28%	-3%	9%	3%	-4%	15%	-7%	-29%	nt	nt
Cc1ccc(CSCC(=O)N2CCN(c3ccccc3)CC2)cc1	2	35%	-2%	?	-2%	-2%	18%	-10%	-3%	-2%	-1%
COCCCn1c(SCC(=O)NC2CCCC2)nnc1-c1ccco1	9	7%	-1%	4%	1%	-2%	-1%	-4%	12%	-6%	-2%
O=C(c1cccc(-n2cnnn2)c1)N1CC=C(c2ccccc2)CC1	-3	26%	2%	-6%	2%	-5%	4%	-23%	0%	-9%	7%
COC(=O)c1ccccc1Nc1ccccc1	-16	-13%	-1%	-10%	2%	4%	0%	-7%	-1%	14%	-1%
NC(=O)C(c1ccccc1)c1ncc(C(F)(F)F)cc1Cl (stereo unspecified)	-4	-3%	1%	-1%	-1%	-2%	-1%	3%	-9%	7%	-5%
Cc1ccc(CNC(=O)Cn2nnc(C(=O)Nc3ccc(Br)cc3)c2N)cc1	27	-30%	-3%	-16%	1%	-2%	1%	1%	5%	nt	nt
Cc1nc2ccccc2cc1C(=O)NCc1ccc(F)cc1	7	35%	-10%	?	-4%	6%	-1%	-5%	?	0%	-2%
Cc1cn([C@@H](CCCCN)C(=O)NCCCCCCCCCCC(=O)N2CCNCC2)nn1	5	nt	-2%	nt	4%	1%	-3%	nt	17%	nt	nt
O=C(NC1CCN(Cc2ccc(Cl)cc2Cl)CC1)c1ccccc1	-84*	?	-5%	-11%	0%	-16%	4%	-8%	13µM*	-11%	nt
O=C1N(C2CCCC2)C[C@@H]2C[C@@H](c3cccn3-c3ccccn3)N3CCC[C@@]123	1	7%	3%	6%	1%	2%	-1%	5%	4%	-1%	-9%
